Screening data: PubChem, National Center for Advancing Translational Sciences (NCATS)
S-ASM inh: Inhibitors of Secretory Acid Sphingomyelinase (S-ASM): qHTS. placental ASM, HMU-PC fluorogenic substrate, 60 min. Potency, µM (titrated, usually from 57.5 µM), without a hit: top-dose activity change, negative = inhibition, usual class: inhibitors. Sphingomyelin phosphodiesterase (Homo sapiens), P17405. 340,000 tested, 0.006% active. AID 504937, 2011; note: potency is the fitted concentration of half-maximal effect
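Human placenta-derived ASM enzyme was preincubated with compound for 10 minutes at room temperature, then given fluorogenic substrate HMU-PC0 (9 uM final) for 60 minutes at 37 °C; a pH 10 stop preceded fluorescence reading at Ex 386/Em 447 nm.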
Coupling enz: qHTS Assay for Inhibitors of Fructose-1,6-bisphosphate Aldolase from Giardia Lamblia: Coupling assay counterscreen; 290,000 tested, 0.67% active; AID 2472, 2010; coupling enzyme system counterscreen, AmpLite Red fluorescence; activity change, negative = inhibition, % at 58.2 µM, hits read low; in the data active = activity change below about -30%; note: % is set by controls: 0 for no effect and ±100 for the full control effect
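Fluorescence at 525 nm excitation and 598 nm emission measured inhibition of the coupled detection system without aldolase. Compounds (at 57.5 uM final) were preincubated 10 min at room temperature with coupling enzyme reagent before a 20 min substrate/AmpLite Red step.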
MBNL1 CUG block: qHTS Assay for Inhibitors of MBNL1-poly(CUG) RNA binding | Muscleblind-like protein 1 (Homo sapiens), Q9NR56 | TR-FRET MBNL1-His/biotin-(CUG)12 binding, 665/545 ratio | Potency, µM (series often up to 57.5 µM), for the others: at the top dose activity change, negative = inhibition, usual class: inhibitors | 280,000 tested, 0.036% active; active = well fitted inhibition curve with a large enough effect in the signal ratio, with a control signal flat, not every such curve was filed as active; inconclusive = small, poorly fitted or top-dose-only effect, or effect the other way, or a change in a side signal; inactive = no such curve, though single readings can be large or run the other way; the % refers to the signal ratio; note: potency is the fitted concentration of half-maximal effect; % is set by controls: 0 for no effect and ±100 for the full control effect
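Inhibition of protein-RNA binding appears as loss of TR-FRET between terbium anti-His antibody on MBNL1-His and streptavidin-XL665 on biotin-(CUG)12. Activity is normalized to buffer-only and uninhibited-complex controls.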
AT treatment: qHTS Assay for Identifying a Potential Treatment of Ataxia-Telangiectasia; […] A-T fibroblasts, KAP-1 phosphorylation AlphaLISA; neocarzinostatin DNA damage 30 min before lysis; Potency, µM (titrated, usually from 57.5 µM), inactives show at the top dose activation, most hits filed as activators; 320,000 tested, 0.19% active; AID 485349, 2010; note: potency is the fitted concentration of half-maximal effect; % of control where 0% means no effect; nearly all actives have a fitted effect of over 45% in size
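hTERT-immortalized A-T patient fibroblasts ([…]), 500 cells/well in OPTI-MEM, 1% FBS, got compounds for 60 min, then NCS for 30 min at 37C. Lysates were then assayed for phospho-KAP-1 by AlphaLISA (anti-pKAP1 donor, anti-KAP1 acceptor beads), 6 hr at 25C.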
TRPV1 agonist: HTS Assay for Compounds that Act as Agonists of the Vanilloid Receptor 1; Transient receptor potential cation channel subfamily V member 1 (Homo sapiens), Q8NER1; 320,000 tested, 0.19% active; TRPV1-expressing cells, Fluo-8 calcium influx, agonist mode; activation, % at 8.33 µM; AID 540275, 2011; in the data active = activation above about 80%; inconclusive = between about 30% and that limit; note: 0% is about no effect
Target sequence (Q8NER1 whole entry, looked up): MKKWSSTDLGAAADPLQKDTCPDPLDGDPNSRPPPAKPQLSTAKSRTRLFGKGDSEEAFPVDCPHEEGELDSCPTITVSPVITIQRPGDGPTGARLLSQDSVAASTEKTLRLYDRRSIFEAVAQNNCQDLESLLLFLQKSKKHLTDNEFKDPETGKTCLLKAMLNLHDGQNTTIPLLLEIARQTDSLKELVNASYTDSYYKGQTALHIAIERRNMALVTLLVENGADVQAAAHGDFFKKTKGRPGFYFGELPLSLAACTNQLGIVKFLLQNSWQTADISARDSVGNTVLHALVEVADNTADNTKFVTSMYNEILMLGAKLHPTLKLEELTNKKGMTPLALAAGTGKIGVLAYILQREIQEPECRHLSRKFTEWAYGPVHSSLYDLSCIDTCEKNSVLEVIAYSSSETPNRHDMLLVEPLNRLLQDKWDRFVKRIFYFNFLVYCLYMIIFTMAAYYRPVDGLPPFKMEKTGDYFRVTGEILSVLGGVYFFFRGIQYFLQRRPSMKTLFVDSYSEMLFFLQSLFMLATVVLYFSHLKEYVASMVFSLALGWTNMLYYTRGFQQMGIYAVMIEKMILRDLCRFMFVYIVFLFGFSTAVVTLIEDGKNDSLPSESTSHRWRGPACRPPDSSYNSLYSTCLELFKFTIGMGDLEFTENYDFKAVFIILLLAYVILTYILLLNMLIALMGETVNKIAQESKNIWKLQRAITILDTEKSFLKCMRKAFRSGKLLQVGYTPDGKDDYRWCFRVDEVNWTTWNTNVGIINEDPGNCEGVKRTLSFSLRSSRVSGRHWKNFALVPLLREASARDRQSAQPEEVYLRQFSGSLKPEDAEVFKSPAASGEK
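Cells expressing TRPV1 were dye-loaded with Fluo-8 and read kinetically: 10 s baseline, 3 min after compound (agonist portion), then 2 min after EC20 capsaicin (allosteric enhancer portion). Calcium-bound dye fluorescence at 480/520 nm.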
KCNH2 WT inh: qHTS for Inhibitors of KCHN2 3.1: Wildtype qHTS; Voltage-gated inwardly rectifying potassium channel KCNH2 (Homo sapiens), Q12809; U2OS, BacMam KCNH2, thallium flux FluxOr; hits give low values; activity change, % at 1.84 µM; 340,000 tested, 0.37% active;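 active = maximum activity change below -70%; inconclusive = maximum activity change between -70% and -50%; inactive = maximum activity change above -50%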; note: % is set by controls: 0 for no effect and ±100 for the full control effect
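U2OS cells were transduced with wild-type KCNH2 virus (2.03 x 10^8 / mL) for 4 h at room temperature, then cultured overnight at 37 C. Thallium flux was read with FluxOr dye. Rate constants were normalized to DMSO controls.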
KCNH2 3.1 inh: qHTS for Inhibitors of KCHN2 3.1: Mutant qHTS; Potassium voltage-gated channel subfamily H member 2, brain isoform KCNH2 3.1 (human); U2OS KCNH2 3.1, thallium flux FluxOr; hits give low values; activity change, % (tested at about 1.8 µM); 340,000 tested, 0.95% active;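 active = maximum activity change below -70%; inconclusive = maximum activity change from -70% to -50%; inactive = maximum activity change above -50%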;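 note: thallium influx rate constant from kinetic fluorescence after stimulation buffer; % is set by controls: 0 for no effect and ±100 for the full control effect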
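U2OS cells transduced with KCNH2 3.1 mutant virus (1.77 x 10^8 /mL, 4 h), plated overnight at 37 C, loaded 45 min with FluxOr dye plus Red40 quencher. Thallium flux rate constant from kinetic reads after stimulation buffer, normalised to controls.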
CXXC DNA block: qHTS Fluorescence Polarization Assay for Inhibitors of MLL CXXC domain - DNA interaction; Potency, µM (highest dose often 115 µM), for inactives: top-dose activity change, negative = inhibition, most hits filed as inhibitors; AID 2662, 2010; 290,000 tested, 0.037% active; Histone-lysine N-methyltransferase 2A (Homo sapiens), Q03164; MLL-CXXC / FITC-HOXA9 DNA fluorescence polarization; active = well fitted inhibition curve with a large enough effect in the polarisation, with a control signal flat, not every such curve was filed as active; inconclusive = small, poorly fitted or top-dose-only effect, or effect the other way, or a change in a side signal; inactive = no such curve, though single readings can be large or run the other way; the % refers to the polarisation; note: potency is the fitted concentration of half-maximal effect
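Purified MLL-CXXC (added from a 7 uM solution) was preincubated 5 min at ambient with pinned compounds in 50 mM Tris-HCl pH 7.5, 50 mM NaCl, 1 mM DTT, 0.05% BSA. Fluorescein-labeled HOX-A9 DNA (50 nM solution) followed, 30 min, then polarization read.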
a7 integrin act: qHTS for Activators of Integrin-Mediated Alleviation for Muscular Dystrophy | alpha7betagal myoblasts, beta-gal FDG fluorescence, 48 h | Potency, µM (titrated, usually from 38.3 µM), for inactives: at the top dose activation, most hits filed as activators | 350,000 tested, 0.064% active | AID 624291, 2012;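 note: potency is the fitted concentration of half-maximal effect; 100% = response of the positive control SU9516; nearly all actives have a fitted effect of over 60% in size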
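Alpha7betagal+/- myoblasts (passage 13) were plated 16-24 hr, then exposed to compounds (1:260 dilution of DMSO stock) for 48 hours at 37C. After MPER lysis, β-galactosidase reporter activity was read as FDG fluorescence (ex 480/em 540) after 30 minutes.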
GALK inh: qHTS Assay for Inhibitors of Human Galactokinase (GALK); AID 1868, 2009; P51570; 270,000 tested, 0.007% active; Purified GALK, Kinase-Glo residual ATP luminescence; Potency, µM (series often up to 57.5 µM), without a hit: at the top dose activity change, negative = inhibition, usual class: inhibitors; note: potency is the fitted concentration of half-maximal effect; % is set by controls: 0 for no effect and ±100 for the full control effect
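GALK at 5 nM final was combined with compound, 35 uM ATP and 100 uM galactose in HEPES pH8.0 with MgCl2 and DTT. The reaction ran one hour at room temperature before luminescent ATP detection.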
Numbers without * were called inactive; u = inconclusive; x = no result given; [ ] = dose if it differs, or a comment. Unless noted, calls come from the whole dose curve; as a rule, active = well fitted curve in the direction sought with a large enough effect; inconclusive = small, poorly fitted or top-dose-only effect, or another doubt; inactive = no such curve, though single readings can be large; an effect the other way counts as inactive or inconclusive. No enrichment for hits (roughly 2% active in at least one column).

smiles | S-ASM inh | Coupling enz | MBNL1 CUG block | AT treatment | TRPV1 agonist | KCNH2 WT inh | KCNH2 3.1 inh | CXXC DNA block | a7 integrin act | GALK inh
COCCNCC#CCOc1ccc(OC)cc1 | 2% | -3 | -6% | 3% | -1 | 4 | 8 | 0% | -7% | -4%
CCc1nnc(NC(=O)CSc2nnc(CNc3ccc(Cl)cc3)o2)s1 | -3% | 9 | -5% | -5% | 10 | -3 | -5 | 8% | u | -1%
CCOC(=O)c1c(NC(=S)NC(=O)c2ccc(Cn3cc(Cl)cn3)o2)sc2c1CCCCC2 | -5% | 1 | -3% | -5% | -4 | -5 | 26 | 4% | 9% | -2%
CS(=O)(=O)c1sc(C(=O)NC(=O)Nc2cccc(C(F)(F)F)c2)c2c1C=CCC2 | -5% | 2 | 21% | -1% | 3 | 2 | -7 | -14% | 36% | 2%
CCC(C)(C)NC(=S)Nc1ccccc1C | 7% | 5 | -6% | -5% | 1 | -21 | 9 | 8% | u | 4%
CCOc1ccc(C(=O)N(C)C2CCS(=O)(=O)C2)cc1 (stereo not given) | 3% | 0 | 2% | 1% | 0 | -1 | -40 | 5% | 27% | -1%
CN(C)CCNC(=O)COc1cccc2c1OC(C)(C)C2 | -3% | 0 | -2% | -3% | 0 | 46 | 15 | 0% | 6% | -2%
Cc1c(C(=O)O)oc2ccc(S(=O)(=O)NCCC3=CCCCC3)cc12 | 3% | 8 | 7% | 0% | 0 | 7 | -17 | -10% | 30% | -1%
COc1ccccc1CNC(=O)CCS(=O)(=O)c1ccc2c(c1)CCN2C(C)=O | -3% | 0 | -8% | 8% | 1 | 2 | -7 | 5% | -9% | -3%
O=S(=O)(Nc1cccc(-n2cnnn2)c1)c1cc(Br)ccc1Br | -10% | 1 | 2% | 5% | 1 | -7 | 6 | -4% | 19% | 1%
COc1cccc(NC(=O)CC(=O)c2ccccc2)c1 | -2% | -8 | -4% | 16% | 26 | 3 | 19 | 10% | 43% | 0%
CCOC(=O)N1CCN(S(=O)(=O)c2ccc(OC)cc2)CC1 | 5% | 8 | -4% | 13% | 2 | -12 | 14 | -6% | -7% | -2%
C#CCn1c(=NC(=O)CN2C(=O)CCC2=O)sc2cc(S(N)(=O)=O)ccc21 | x | 2 | -9% | 8% | 2 | -1 | -6 | 5% | 10% | -2%
O=C(Nc1nccs1)c1ccc(Cl)nc1 | 0% | 1 | -4% | 4% | -4 | 1 | 4 | 15% | 6% | x
CCn1c(SCC(=O)Nc2ccc3c(c2)OCCO3)nnc1C1CC1 | 4% | -3 | -3% | 12% | -3 | -1 | 3 | 11% | 6% | -1%
CCOC(=O)C1CCN(C(=O)C2CCN(S(=O)(=O)c3cc(Cl)ccc3OCC)CC2)CC1 | 0% | 4 | -2% | 0% | -1 | -8 | -6 | 0% | -8% | 5%
N/C(Cc1cccc2ccccc12)=N\OC(=O)c1cccs1 | 0% | -1 | -3% | 23% | 1 | 6 | -14 | 21% | 0% | 1%
CCOc1ccc2nc(N(CCCN(C)C)C(=O)c3ccc(S(=O)(=O)N4CCCC4)cc3)sc2c1 | -4% | 1 | -4% | -3% | 0 | 24 | -38 | 1% | -57%[inhibitor] | 0%
COc1ccc(Cl)cc1NC(=O)N1CCN(c2ccccc2OC)CC1 | 10% | 1 | -5% | 5% | 7 | -4 | -3 | -19% | -22% | 0%
CCOc1ccsc1C(=O)OC | -4% | 1 | -16% | 6% | -2 | -2 | 15 | 46%[activator] | -10% | -3%
CN(C)CCCNC(=O)CC(c1ccc(F)cc1)c1ccco1 (stereo not given) | 0% | 3 | -8% | 3% | -3 | 12 | -6 | 5% | 18% | 10%
Cc1cc(C(=O)NCc2ccco2)c2ccccc2n1 | -4% | 2 | 5% | -2% | 0 | 17 | -7 | 5% | 6% | -1%
Cc1ccc(-c2c(C(=O)NC(C)C)oc(=O)c3ccccc23)cc1 | 1% | 0 | 5% | 2% | 15 | 14 | x | 15% | -12% | -2%
CSc1ccccc1OCc1cc(C(=O)N2CCc3c(Cl)cccc3C2)no1 | -1% | 0 | 24% | 2% | 7 | -12 | -5 | -1% | 13% | -3%
CCN1C(N(C)CCc2c[nH]c3ccccc23)=N[C@@H](c2cccc(C(F)(F)F)c2)C(C(=O)OC)=C1C | -12% | x | x | -3% | x | 24 | 2 | x | -46%[inhibitor] | x
Cc1ccc(/C=C/c2nc3ccccc3[nH]2)o1 | 252%[activator] | -10 | u | 4% | 18 | -3 | -12 | -4% | -26% | 9%
Cn1c(C(=O)NCCN2CCc3ccccc3C2)cc2c(=O)[nH]c3ccccc3c21 | 0% | -9 | u | -1% | 1 | 2 | 2 | 1% | -28% | -2%
CCn1c(COc2cccc3cccnc23)nnc1SCC(=O)O | 0% | 3 | -6% | 5% | -1 | -2 | -5 | -8% | 0% | 1%
CCOc1ccc(NC(=O)c2cc3c(C)nc4ccccc4c3o2)cc1 | -13% | 0 | 6% | -2% | -6 | 6 | -2 | -12% | -26% | -3%
CC(=O)OCC(=O)[C@@]1(O)CC[C@H]2[C@@H]3C[C@H](C)C4=CC(=O)C=C[C@]4(C)[C@H]3[C@@H](O)C[C@@]21C | 5% | 2 | -4% | -4% | -1 | 9 | -6 | 2% | x | x

Some of the entries above in another layout.
CCn1c(SCC(=O)Nc2ccc3c(c2)OCCO3)nnc1C1CC1
  S-ASM inh = 4%
  Coupling enz = -3
  MBNL1 CUG block = -3%
  AT treatment = 12%
  TRPV1 agonist = -3
  KCNH2 WT inh = -1
  KCNH2 3.1 inh = 3
  CXXC DNA block = 11%
  a7 integrin act = 6%
  GALK inh = -1%

CCOC(=O)C1CCN(C(=O)C2CCN(S(=O)(=O)c3cc(Cl)ccc3OCC)CC2)CC1
  S-ASM inh = 0%
  Coupling enz = 4
  MBNL1 CUG block = -2%
  AT treatment = 0%
  TRPV1 agonist = -1
  KCNH2 WT inh = -8
  KCNH2 3.1 inh = -6
  CXXC DNA block = 0%
  a7 integrin act = -8%
  GALK inh = 5%

Continued:
smiles | S-ASM inh | Coupling enz | MBNL1 CUG block | AT treatment | TRPV1 agonist | KCNH2 WT inh | KCNH2 3.1 inh | CXXC DNA block | a7 integrin act | GALK inh
O=C(Nc1ccccc1N1CCCC1)c1cc(S(=O)(=O)N2CCOCC2)ccc1Cl | 1% | x | x | 0% | u | -6 | 3 | x | -1% | x
Cc1cc(Nc2ccc(Cl)cc2)nc(N)n1 | 0% | -11 | -6% | 11% | -2 | 2 | -11 | 0% | 13% | -2%
CCN=C1SC(CC(=O)NCCc2ccc(OC)c(OC)c2)C(=O)N1CC (stereo not given) | 0% | 1 | -4% | -3% | 1 | -2 | 13 | 3% | -19% | -2%
O=C(c1ccc2c(c1)OCO2)N(CC1CCCO1)C1(C(=O)NC2CCCC2)CCCCC1 (stereo not given) | 1% | -2 | -1% | -3% | 1 | -8 | 17 | -2% | -34% | 1%
CC[n+]1c(C)sc2c3ccsc3ccc21 | 0% | 2 | 1% | -20% | 8 | -4 | x | 4% | -23% | 0%
CCC(NS(=O)(=O)c1ccc(OC)cc1)C(=O)O (stereo not given) | -2% | 1 | -6% | -5% | 1 | -3 | -11 | -2% | 20% | 0%
C/C(=N\N)c1c(-c2ccccc2)c2cc(Br)ccc2[nH]c1=O | -3% | -3 | -6% | 1% | -2 | 5 | 5 | 0% | -32% | 1%
CCOC(=O)CN(C(=O)CNC(=O)c1ccco1)C(C(=O)NC1CCCC1)c1ccccc1OCC (stereo not given) | -3% | 2 | 1% | 5% | 1 | 0 | -1 | -3% | -11% | 11%
O=C1CCCN1CCCN1C(=O)N[C@@H](Cc2ccccc2)C1=O | 2% | -3 | -9% | -12% | -3 | 17 | 2 | -5% | 7% | 8%
